NOD1 inhibition = NOD1 signaling inhibitors, primary screen, cell-based, luminescence, uHTS (AID 1578); NOD1-driven NF-kB luciferase reporter cells, luminescence; higher % means a stronger effect; one-dose inhibition, % at 4 µM; EC50 in µM for titrated hits; 1% of 290,000 active; in the data active means inhibition mostly above about 36%, no sharp cut-off; inactive means mostly below about 34%;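 further: HEK-293T reporter cells stimulated with the NOD1 agonist gamma-tri-DAP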
Myeloid diff MLP = myeloid differentiation induction | ER-HoxA9 myeloid progenitors, lysozyme-GFP differentiation, flow cytometry | calls only at 10 µM | 1% of 360,000 active;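 active means normalized GFP-positive differentiation at or above the plate's own cutoff, the solvent-only control mean plus 3 SD; inconclusive means no clear call, values can overlap the other calls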;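 further: cells exposed to compound for four days before flow analysis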
HEK293 NOD2/NF-kB = NOD2 signaling inhibitors, cell-based, luminescence, uHTS, HEK293 (AID 1566); HEK293 NOD2/NF-kB luciferase reporter, luminescence; higher % means a stronger effect; one-dose inhibition, % at 4 µM; EC50 in µM for titrated hits; 0.63% of 290,000 active; further: many of its hits are not listed in these tables
Salmonella PhoP GFP = PhoP-dependent GFP reporter repression – Salmonella Typhimurium, primary screen (AID 1863); S. Typhimurium PhoP-regulated promoter GFP reporter, 4 h; higher % means a stronger effect; inhibition, % at 50 µM; hits with a dose series show IC50 in µM; 0.16% of 300,000 active;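 active means inhibition over 29.93%, a cutoff 3 SD above the screen mean, later confirmed by dose response; inconclusive means inhibition over 29.93% but no dose response follow-up; inactive means inhibition at most 29.93% or unconfirmed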;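 further: 0% = low Mg2+ inducing control and 100% = high Mg2+ repressing control; strong numbers were not always called active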
HIV peptide binding = inhibitors of HIV fusion peptide binding, primary screen, biochemical, uHTS, fluorescence dequenching (AID 1986). 0.3% of 290,000 active. inhibition, % at 20 µM; hits with a dose series show IC50 in µM. cell-free peptide binding, fluorescence dequenching, 30 min; higher % means a stronger effect; in the data active means inhibition mostly above about 52%, no sharp cut-off; inactive means mostly below about 76%; further: some results filed as inactive read as strong as hits
SIAH1 antagonists = Siah-1 peptide-binding antagonists, primary screen, biochemical, fluorescence polarization, rhodamine-plectin, uHTS (AID 1817); Siah-1 / rhodamine-plectin peptide fluorescence polarization; higher % means a stronger effect; displacement, % at 20 µM, or IC50 in µM where a hit was titrated; 0.02% of 290,000 active;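 active means displacement of at least 50% at 20 µM, with a fluorescence ratio check between 0.3 and a set limit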;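 further: plate controls were Siah plus tracer with DMSO for no effect and tracer alone without Siah for full effect; strong numbers were not always called active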
LYP phosphatase = PTPN22 lymphoid phosphatase activity blockers – biochemical, fluorescence intensity, uHTS (AID 1779). recombinant LYP phosphatase, fluorescence intensity; higher % means a stronger effect. inhibition, % at 11.5 µM, or IC50 in µM where a hit was titrated. 0.054% of 290,000 active;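 further: plate controls were vehicle with enzyme for no effect and no enzyme for full effect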
KOR beta-arrestin-1 = KOR agonists, beta-arrestin recruitment, primary screen, cell-based, luminescence, uHTS (AID 1777). KOR beta-arrestin recruitment, luminescence; higher % means a stronger effect. one-dose activation, % at 10 µM; EC50 in µM for titrated hits. 0.02% of 280,000 active; in the data active means activation above about 50%, passing the limit was not always enough; further: a part of the inactive calls stands beside numbers as strong as those of hits
KOR beta-arrestin-2 = kappa opioid receptor blockers – cell-based, luminescence, uHTS (AID 1778); 0.091% of 290,000 active; one-dose inhibition, % at 10 µM; IC50 in µM for titrated hits; KOR beta-arrestin recruitment, luminescence, antagonist mode; higher % means a stronger effect; further: strong numbers were not always called active
Myeloid diff MLP GFP+ MAC1+ % = also measured in Myeloid diff MLP; calls as there; GFP+ MAC1+ double positive, %; measured here: differentiation confirmed by MAC1 staining
* marks the source's active call; other numbers are inactive results; i = inactive; u = inconclusive; x = not tested or not shown; + = active, no number; [ ] = another dose, or the depositor's remark. Unless noted, no stated cut-off is given here; in the data, active means inhibition above about 50%; inactive means the rest. Some of the compounds tested; rates above refer to the full screens.

No.	SMILES	NOD1 inhibition	Myeloid diff MLP	Myeloid diff MLP GFP+ MAC1+ %	HEK293 NOD2/NF-kB	Salmonella PhoP GFP	HIV peptide binding	SIAH1 antagonists	LYP phosphatase	KOR beta-arrestin-1	KOR beta-arrestin-2
1	O=C1c2ccccc2C(=O)N1Cc1cc(-c2ccccc2)no1	-12%	i	0.9	0%	-2%	-1.7%	1%	1%	-1.5%	0%
2	O=C(Nc1cccc2ccccc12)OC1C=CS(=O)(=O)C1 (stereo not drawn)	-28%	u	x	-10%	30%	2.1%	16%	-8%	-0.4%	-5%
3	C[N+]1(CC(=O)OCCCc2ccccc2)CCCC1	-13%	i	0.2	-5%	12%	-2.5%	1%	-5%	-4.6%	36%
4	O=C(Nc1ccc(Cl)cc1)C(c1ccccc1)N1CCOCC1 (stereo not drawn)	-18%	i	0.2	4%	-6%	1.9%	0%	5%	-1.8%	2%[20 µM]
5	COc1ccc(CN2CCN(C(=O)C3CC(=O)N(C4CCCCCC4)C3)CC2)c(OC)c1OC (stereo not drawn)	17%	i	0.7	28%	-2%	-0.4%	-5%	-3%	1.5%	3%
6	CN1CCC(NC(=O)c2cccc(Oc3ccccc3)c2)CC1	-13%	i	0.9	20%	4%	1.5%	-4%	-6%	2.5%	-30%
7	Cc1cccc(NC(=O)Nc2ccc(F)cc2)n1	-17%	+	1.1*	-53%	1%	1.0%	1%	-7%	-2.2%	-10%
8	Brc1ccc(-c2nn3c(-c4ccncc4)nnc3s2)o1	-5%	x	x	2%	x	7.3%	-3%	-6%	-4.0%	-2%
9	CSc1ccccc1NC(=O)CSCc1ccc(Br)cc1	10%	i	8.8	29%	16%	-1.6%	-1%	-2%	-0.7%	24%
10	Cc1ccc(OCC(=O)Nc2cc(NC(=O)COc3ccc(C)c(C)c3)cc(C(=O)O)c2)cc1C	-6%	i	0.3	12%	3%	53%	13%	-1%	2.3%	-75%[20 µM]
11	CN1CCN(CCCNC(=O)c2ccc(/C=C3\Oc4ccccc4N(Cc4ccccc4F)C3=O)cc2)CC1	4%	i	0.5	4%	0%	-1.8%	-7%	-14%	0.3%	-18%
12	Cc1cn(-c2cc(NC(=O)c3ccc(C)c(NC(=O)c4cccc(-c5cn[nH]c(=O)c5)c4)c3)cc(C(F)(F)F)c2)cn1	-17%	i	0.6	6%	-10%	3.9%	2%	-8%	-2.8%	9µM*
13	COC(=O)c1ccc2c(=O)n(CCN3CCOCC3)c(=S)[nH]c2c1	4%	i	2.8	6%	3%	-1.6%	0%	-4%	-5.8%	47%
14	Cc1cc(Cl)ccc1NC(=O)Cn1cncn1	-33%	i	0.8	3%	4%	1.1%	4%	-2%	2.2%	-2%
15	Cc1cc(=O)n2nc(N3CCC(C(=O)NCc4ccccc4F)CC3)sc2n1	-31%	i	2.7	4%	-5%	0.0%	6%	-12%	-5.3%	-7%
16	COc1ccccc1C(=O)C1CCCN(C(=O)c2cc(CC(C)C)nc(C)n2)C1 (stereo not drawn)	-24%	i	0.0	-17%	12%	-0.9%	-2%	-2%	-0.3%	14%
17	CCOc1ccccc1C(c1c(C)n(C)n(-c2ccccc2)c1=O)c1c(C)n(C)n(-c2ccccc2)c1=O	-12%	i	0.7	-8%	-2%	-1.8%	-3%	-5%	4.4%	6%
18	COc1ccc(N=C2NC(=O)/C(=C\C=C\c3ccco3)S2)cc1	-9%	i	0.9	-8%	-6%	47%	45%	5%	-8.1%	-7%[20 µM]
19	CC(C)Oc1ccc2c(c1)OC(c1ccccc1)(C(F)(F)F)NC2=O (stereo not drawn)	-13%	i	2.2	-5%	-15%	1.1%	2%	2%	-1.5%	1%
20	O=c1c2ccccc2nc(-c2ccco2)n1/N=C/c1ccco1	9%	i	1.0	18%	-6%	-1.6%	-6%	-6%	-5.9%	-24%
21	COc1ccc(CCN2CC(C(=O)NCc3ccccc3)CCC2=O)cc1 (stereo not drawn)	-31%	i	1.9	8%	-3%	-1.0%	15%	-2%	2.7%	-6%
22	COc1ccc2[nH]c(=O)c(COC(=O)c3ccco3)cc2c1	-12%	i	0.7	16%	-3%	2.9%	5%	1%	-4.2%	-23%
23	CC1CCN(C2CC(=O)N(c3ccc(Br)cc3Br)C2=O)CC1 (stereo not drawn)	-6%	i	0.2	-8%	-9%	-0.8%	0%	-3%	2.9%	5%
24	COC(=O)CN(c1ccccc1)S(=O)(=O)c1ccc(F)cc1	-33%	x	x	-2%	-8%	1.6%	2%	-6%	-3.4%	-22%

In a second layout: entries from further up
13. COC(=O)c1ccc2c(=O)n(CCN3CCOCC3)c(=S)[nH]c2c1
  NOD1 inhibition: 4%
  Myeloid diff MLP: i
  Myeloid diff MLP GFP+ MAC1+ %: 2.8
  HEK293 NOD2/NF-kB: 6%
  Salmonella PhoP GFP: 3%
  HIV peptide binding: -1.6%
  SIAH1 antagonists: 0%
  LYP phosphatase: -4%
  KOR beta-arrestin-1: -5.8%
  KOR beta-arrestin-2: 47%

14. Cc1cc(Cl)ccc1NC(=O)Cn1cncn1
  NOD1 inhibition: -33%
  Myeloid diff MLP: i
  Myeloid diff MLP GFP+ MAC1+ %: 0.8
  HEK293 NOD2/NF-kB: 3%
  Salmonella PhoP GFP: 4%
  HIV peptide binding: 1.1%
  SIAH1 antagonists: 4%
  LYP phosphatase: -2%
  KOR beta-arrestin-1: 2.2%
  KOR beta-arrestin-2: -2%

Later entries.
No.	SMILES	NOD1 inhibition	Myeloid diff MLP	Myeloid diff MLP GFP+ MAC1+ %	HEK293 NOD2/NF-kB	Salmonella PhoP GFP	HIV peptide binding	SIAH1 antagonists	LYP phosphatase	KOR beta-arrestin-1	KOR beta-arrestin-2
25	Cc1cccn2c(CN(C)CC3CCCCO3)c(C(=O)N3CCCCC3)nc12 (stereo not drawn)	26%	i	0.5	-19%	-4%	-1.4%	-6%	-2%	-4.5%	7%
26	CN(C)Cc1c(O)ccc2occ(C(=O)c3ccccc3)c12	-12%	i	0.5	8%	6%	-0.4%	2%	-7%	4.9%	17%
27	CCCS(=O)(=O)N1CCN(c2ccccc2F)CC1	7%	i	0.7	-22%	-9%	-1.3%	-4%	-3%	-0.1%	1%
28	CC1=NN(S(=O)(=O)c2ccc(Cl)cc2Cl)C(=O)c2ccccc2O1	-3%	i	1.1	1%	-3%	0.8%	11%	-6%	2.1%	20%
29	Cc1cc(C)c(S(=O)(=O)N(C)c2ccccc2)c(C)c1	-19%	i	0.2	4%	-3%	0.8%	3%	0%	4.2%	8%
30	Cc1ccc(CCN2CC(C(=O)NCCCN3CCCCC3)CC2=O)cc1 (stereo not drawn)	-27%	i	0.0	10%	-1%	-0.3%	-2%	-13%	-3.0%	2%
31	CCCCC(CCCCl)C(=O)Nc1ccccc1 (stereo not drawn)	-30%	i	1.1	-14%	4%	1.6%	4%	-4%	x	-17%[20 µM]
32	C=CCN(Cc1nc(-c2ccccc2)no1)C(=O)c1ccoc1C	-24%	i	2.4	-2%	-2%	-0.2%	7%	-9%	-7.2%	24%
33	CCOc1ccc2sc(NS(=O)(=O)c3ccc(N)cc3)nc2c1	-8%	i	0.3	4%	7%	2.0%	-4%	-7%	-3.2%	28%
34	O=C1CCCc2nc(N3CCCCC3)sc21	x	i	0.9	-31%	-3%	0.6%	4%	3%	4.7%	-13%
35	CNC(=S)N(CCc1c(C)[nH]c2ccc(C)cc12)Cc1cccs1	-20%	i	0.3	15%	-1%	-2.7%	20%	5%	-0.9%	-25%
36	O=C(N/N=C1/CC2C=CCC12)c1ccco1 (stereo not drawn)	-16%	i	1.0	2%	5%	0.1%	-2%	-8%	3.9%	17%
37	O=C1CS/C(=N\N=C\c2ccccc2Cl)N1CC1CC1	3%	i	0.9	24%	-8%	-0.4%	9%	-3%	-1.0%	39%
38	COc1ccccc1NC(=O)c1ccc2c(c1)C(=O)N(c1ccccc1OC)C2=O	-27%	i	0.4	6%	-4%	1.1%	2%	-1%	-4.8%	8%
39	COc1ccc(CCNC(=O)c2ccc(CS(=O)(=O)c3ccc(C)cc3)o2)cc1OC	8%	i	0.9	14%	0%	3.3%	-2%	-6%	-4.6%	-9%
40	O=C(O)c1ccccc1Nc1ccc([N+](=O)[O-])cc1C(=O)O	-1%	i	0.5	17%	-13%	2.6%	13%	-6%	-0.3%	24%
41	O=C(CN1CCN(Cc2ccccc2F)C1=O)NCc1cccnc1	-4%	i	2.0	8%	-3%	-0.3%	2%	-3%	-3.5%	5%
42	O=C(CN1CCCC1)Nc1ccc(-c2nc3cc(NC(=O)CN4CCCC4)ccc3o2)cc1	-25%	i	1.1	-4%	-6%	-1.1%	3%	-13%	-1.7%	-32%
43	COc1ccccc1NC(=O)Nc1sccc1-c1nc2ccccc2s1	-14%	+	1.3*	11%	-14%	11%	-5%	-3%	0.8%	-12%
44	CC1CN(c2ncnc3c2oc2ccccc23)CC(C)O1 (stereo not drawn)	-2%	i	0.8	7%	1%	1.3%	2%	2%	-7.0%	26%
45	CCCC(=O)Nc1sc(C)c(-c2ccc(OC)cc2)c1C#N	-10%	i	0.1	5%	-6%	2.5%	4%	4%	-0.9%	5%
46	CCCCNC(=O)CN1C(=O)NC2(CCOc3ccccc32)C1=O (stereo not drawn)	-31%	i	0.5	-1%	2%	-1.3%	0%	-5%	-3.5%	14%
47	CC(=O)NNC(=S)NC(=O)c1cccc([N+](=O)[O-])c1	-30%	i	0.3	15%	4%	0.5%	6%	-2%	3.2%	23%
48	CCCCC1=CC2=CC(=O)C(C)(OC(=O)CC)C(=O)C2=CN1CCN1CCOCC1 (stereo not drawn)	4%	x	x	17%	-5%	3.0%	2%	-7%	x	9%
49	COC(=O)c1ccc(C(=O)N2CCCC(CNC(=O)c3ccc(F)cc3)C2)cc1 (stereo not drawn)	-4%	i	0.0	-1%	5%	-2.1%	2%	-7%	3.5%	-31%
50	Cc1ccc(-n2nc(C)c3c(C)c(CCC(=O)NCC4CCCO4)c(=O)n(C)c32)cc1 (stereo not drawn)	-18%	i	6.6	19%	-7%	2.8%	3%	2%	2.7%	-20%
51	CCOC(=O)c1ccc(S(=O)(=O)N2CCC(N3CCCCC3)CC2)cc1	-10%	i	7.5	-15%	x	0.2%	-6%	-16%	-5.0%	-7%[20 µM]
52	COc1ccc(NC(=O)C2CCCO2)c(OC)c1 (stereo not drawn)	-14%	i	0.6	12%	3%	1.1%	1%	-6%	3.2%	-4%
53	COc1ccc(O)c(-c2[nH]ncc2C(=O)c2ccccc2C)c1	26%	i	2.1	6%	12%	0.4%	-2%	-7%	4.0%	44%
54	C/C(=N\NC(=S)NC(C)C)c1ccccc1OC(F)F	-32%	i	0.4	6%	4%	1.9%	2%	3%	0.6%	11%
55	COc1nc2ccccc2cc1-c1noc(-c2cccnc2)n1	-26%	x	x	-7%	x	-2.2%	2%	0%	-6.4%	2%
56	Cc1ccc(C)c2sc(NC(=O)c3ccc(N4C(=O)CCC4=O)cc3)nc12	-29%	i	3.1	12%	-8%	0.2%	0%	-3%	0.3%	-20%
57	CCCC(=O)NC(=S)NNC(=O)c1ccc([N+](=O)[O-])cc1	-25%	i	0.5	-8%	14%	-3.1%	0%	-1%	0.9%	-2%
58	Cc1ccc(C)c(NS(=O)(=O)c2ccc(-c3ccc(=O)[nH]n3)o2)c1	-5%	i	0.3	8%	-4%	-0.3%	-4%	-13%	4.6%	4%

Screening data (PubChem)
